# EWS-Fli inh: EWS/Fli-driven NR0B1 reporter inhibitors, primary screen, A673 cells, NR0B1 luciferase, luminescence, MLPCN library | viability-normalised | inhibition, % at 12.6 µM | 0.67% of 350,000 active | AID 651661, 2012;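 active means mean inhibition of at least 50% after viability correction, with every replicate also passing that limit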;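 further: firefly luciferase signal divided by Alamar Blue viability fluorescence both relative to DMSO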
# FN deposition inh: inhibitors of fibronectin matrix deposition, primary screen, AH1F cells, Alexa488-fibronectin fluorescence, plate reader; AH1F fibroblasts, overnight; AID 743247, 2014; inhibition, % at 12.6 µM; 0.086% of 350,000 active;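 active means mean inhibition across replicates of 30% or more, regardless of how many single replicates reach that level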;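 further: positive control wells lacked labelled fibronectin entirely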
#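 Material: AH1F fibroblast monolayer depositing Alexa488-labelled fibronectin into matrix | Input: 10000 AH1F cells/well | Medium: DMEM plus 2% serum, read in PBS | Reagent: Alexa488-fibronectin, 24 nM final in well | Compound dosing: One dose per compound, pinned | Schedule: 1 h adhesion, overnight exposure | Measured by: Fluorescence at 485 nm excitation, 525 nm emission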
# PGC1a acetyl inh: inhibitors of PGC1a acetylation signal, primary screen, cell-based, U2OS, AlphaScreen, inhibitor mode; AlphaScreen anti-acetyl-lysine; with virally co-expressed GCN5 acetyltransferase; inhibition, % at 15.6 µM; AID 651687, 2012; 0.17% of 350,000 active;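 active means every replicate shows inhibition of at least 40%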;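 further: 0% = neutral control wells and 100% = positive control wells; some results beyond the cut were filed as inactive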
# S100A4 inh HTS: inhibitors of S100A4-myosin IIA peptide binding, primary screen, biochemical, fluorescence polarization, TAMRA-MyoIIA peptide; inhibition, % at 10.7 µM; Protein S100-A4 (Homo sapiens), P26447; 0.14% of 360,000 active;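 active means mean inhibition of at least 70% across replicates, with every replicate also reaching that level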
# Target sequence (P26447 whole entry, looked up): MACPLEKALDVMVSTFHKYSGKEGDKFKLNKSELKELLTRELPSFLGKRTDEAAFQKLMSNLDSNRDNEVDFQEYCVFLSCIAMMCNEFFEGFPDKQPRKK
#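 Material: human S100A4 monomer with TAMRA-labelled myosin IIA peptide; buffer or medium: HEPES pH 7.2 with CaCl2, KCl, NaCl, DTT, Triton; compound dosing: one concentration per compound; schedule: 5 min incubation before reading; benchmarks: neutral control DMSO, positive control TFP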
# ERAP1 inh: human ERAP1 aminopeptidase inhibitors, primary screen, biochemical, single point, plate reader | inhibition, % at 10.7 µM | 0.15% of 340,000 active | Endoplasmic reticulum aminopeptidase 1 (Homo sapiens), Q9NZ08 | recombinant ERAP1, Leu-AMC fluorescence, 60 min;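 active means mean replicate inhibition of at least 30%, or all replicates individually reaching that 30% level; inactive means mean below 30% and not every replicate reaching it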;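 further: 0% = neutral control wells and 100% = L-leucinethiol positive control wells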
# Target sequence (Q9NZ08 whole entry, looked up): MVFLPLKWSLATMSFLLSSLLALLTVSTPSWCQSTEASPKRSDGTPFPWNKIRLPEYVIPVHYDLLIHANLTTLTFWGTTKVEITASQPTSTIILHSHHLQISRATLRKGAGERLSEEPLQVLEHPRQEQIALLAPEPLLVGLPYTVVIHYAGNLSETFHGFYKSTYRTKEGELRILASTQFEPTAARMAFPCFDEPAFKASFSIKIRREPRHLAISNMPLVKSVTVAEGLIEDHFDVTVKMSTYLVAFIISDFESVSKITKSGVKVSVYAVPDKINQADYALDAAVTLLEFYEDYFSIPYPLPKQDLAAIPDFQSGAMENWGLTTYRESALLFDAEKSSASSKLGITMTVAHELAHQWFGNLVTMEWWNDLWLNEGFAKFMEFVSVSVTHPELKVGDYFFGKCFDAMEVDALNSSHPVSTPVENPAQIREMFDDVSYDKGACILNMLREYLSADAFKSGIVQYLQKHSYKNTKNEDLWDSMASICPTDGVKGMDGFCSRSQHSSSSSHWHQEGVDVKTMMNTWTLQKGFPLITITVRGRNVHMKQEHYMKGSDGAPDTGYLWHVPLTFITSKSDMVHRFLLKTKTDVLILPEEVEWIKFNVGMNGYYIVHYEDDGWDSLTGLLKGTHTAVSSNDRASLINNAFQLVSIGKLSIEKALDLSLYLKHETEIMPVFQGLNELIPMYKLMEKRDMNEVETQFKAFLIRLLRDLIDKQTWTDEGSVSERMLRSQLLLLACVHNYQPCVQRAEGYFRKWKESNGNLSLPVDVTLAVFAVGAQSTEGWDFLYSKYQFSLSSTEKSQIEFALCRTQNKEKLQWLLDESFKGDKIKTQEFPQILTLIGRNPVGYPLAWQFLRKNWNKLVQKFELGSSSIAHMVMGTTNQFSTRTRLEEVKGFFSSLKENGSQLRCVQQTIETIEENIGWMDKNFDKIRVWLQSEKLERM
# PglD DTNB: C. jejuni PglD acetyltransferase inhibitors, primary screen, biochemical, DTNB colorimetric, single point | UDP-N-acetylbacillosamine N-acetyltransferase PglD (Campylobacter jejuni) | purified PglD enzyme, DTNB colorimetric CoA detection | inhibition, % at 12.5 µM | 0.098% of 360,000 active | AID 602405, 2012; in the data active means inhibition above about 16%, passing the limit was not always enough; further: strong numbers were not always called active
# LGR2 inh: inhibitors of bursicon-induced LGR2 CRE-luciferase signal, primary screen, cell-based, HEK293, CRE-luciferase reporter, bursicon stimulation; Drosophila bursicon receptor LGR2 (rickets); 0.35% of 380,000 active; bursicon-stimulated, 4 h; inhibition, % at 9.99 µM;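 active means drop in luminescence signal, shown as inhibition above about 50% in the replicate tests, limit read from the data, passing the limit was not always enough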;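 further: agonist challenge used bursicon conditioned medium at about half maximal strength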
# PAX8 reporter: inhibitors of PAX8-driven TPO luciferase reporter, primary screen, RMG-I cells, single concentration. SteadyGlo, 24 h. inhibition, % at 12.6 µM. 1.2% of 360,000 active;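 active means mean replicate inhibition at least 60% with every replicate also reaching 60%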;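 further: luciferase light reporting Pax8 driven TPO promoter activity; plate controls were median of neutral control wells for no effect and mitoxantrone controls for full effect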
# * marks the source's active call; other numbers are inactive results; · = no result given; & = joins results of further samples.
SMILES,EWS-Fli inh,FN deposition inh,PGC1a acetyl inh,S100A4 inh HTS,ERAP1 inh,PglD DTNB,LGR2 inh,PAX8 reporter
COc1ccc(NC(=O)Nc2ccc3c(c2)CC(=O)N([C@@H](C)CO)C[C@@H](C)[C@@H](CN(C)S(=O)(=O)c2ccc(OC)cc2)O3)cc1,2,·,0,17,3,2,4,-2
COc1ccc(CNC(=O)C[C@H]2C=C[C@H](NC(=O)c3ccc4c(c3)OCO4)[C@H](CO)O2)cc1,·,-3,5,5,2,·,14,·
Cc1ccc(-c2nn(CCC#N)cc2C=C(C#N)C#N)cc1,-8,·,-6,-5,-2,1,-23,·
COc1ccc(Nc2ccc(N3C(=O)CC(C)C3=O)cc2[N+](=O)[O-])cc1OC (stereo not given),-11,4,-1,6,-1,·,-5,-13
C/C(=C\COc1cc(=O)[nH]c2ccccc12)CCC(O)C(C)(C)O (stereo not given),1,·,-10,6,7,7,·,·
N/C(=N\OS(=O)(=O)c1cccc([N+](=O)[O-])c1)c1ccncc1,3,3,-4,3,1,-1,0,134*
C[C@H]1CN([C@@H](C)CO)C(=O)c2cccc(NC(=O)NC3CCCCC3)c2O[C@H]1CN(C)S(=O)(=O)c1ccc(Cl)cc1,24,5,20,7,-1,1,14,72*
C[C@@H]1CN([C@H](C)CO)C(=O)c2cccc(NC(=O)c3ccc(-c4nccs4)cc3)c2O[C@@H]1CN(C)Cc1ccc(Cl)c(Cl)c1,-3,-2,-5,1,-1,-4,6,·
COC(=O)[C@]1(Cc2ccccc2)N[C@H](CN(C)S(=O)(=O)c2ccc(F)cc2)[C@@H]2C(=O)N(Cc3ccccc3)C(=O)[C@@H]21,2,0,·,2,1,0,8,4
Cc1ccc(S(=O)(=O)N2CCN(S(=O)(=O)c3cccs3)CC2)cc1,·,4,·,-2,-4,3,0,-6
CCN(CC)S(=O)(=O)c1cccc(NC(=O)/C=C/c2ccc([N+](=O)[O-])cc2)c1,·,-3,-1,·,·,2,11,3
O=C(Nc1ccccc1F)N1CCCCN2[C@H](C1)[C@@H](c1ccc(-c3cccnc3)cc1)[C@@H]2CO,·,·,3,-10,-1,-14,-5,-32
CO[C@H]1CN(C)C(=O)c2cc(NS(=O)(=O)c3ccccc3Cl)ccc2OC[C@@H](C)NC[C@H]1C,0,3,-9,0,-1,3,-2,·
CCOc1cc2c(cc1O)C(=NO)CC1C2CCC2(C)C(O)CCC12 (stereo not given),42,-25,·,-8,6,·,8,52
COCC(=O)N1[C@H](CO)[C@H](c2ccccc2)C12CN(C(=O)NC1CCCC1)C2,3,-3,·,8,0,·,-6,·
N#C[C@H]1[C@H](c2ccc(-c3ccccc3F)cc2)[C@@H](CO)N1C(=O)c1ccccn1,57*,-22,7,-1,1,3,-23,-7
Nc1nc2c(ncn2C2CCCC2)c(=O)[nH]1,0,·,-3,32,0,-2,6,4
COc1ccc(CC(=O)N[C@@H]2c3ccccc3CC[C@H]2OCc2ccccc2)cc1,4,-5,0,-2,2,-3,2,8
Cc1nc2sccn2c(=O)c1S(=O)(=O)NCCc1ccc(Cl)cc1,0,2,2,0,-3,-5,4,-15
Cn1cnc2c1c(=O)n(Cc1ccccc1C#N)c(=O)n2C,-11,6,24,-1,-4,-3,4,-6
C=CCSc1ncc(-c2ccccc2)cn1,-92,-13,3,3,1,9,-130,-110
CCCCNc1c(CC(C)C)nc2nc(C)cc(C)n12,-16,8,·,-23,-1,·,15,-34
Clc1ccccc1CSc1nc2ccncc2[nH]1,-56,-3,-10,-4,4,0,-50,-88
O=C(O)C[C@H]1CC[C@H](NC(=O)c2ccncc2)[C@@H](CO)O1,-3,-12,-6,1,1,3,-5,3
COc1ccccc1N1CCN(C(=O)C(=O)N/N=C/c2ccccc2F)CC1,-2,6,0,-1,2,7,-13,-10
O=C(N/N=C/c1ccc(O)cc1O)c1ccc(NC(=O)C2CCCCC2)cc1,·,·,-1,1,-2,6,13,22
CCCn1c(CN2CCN(C(=O)OCC)CC2)nc2cc(NC(=O)C(C)C)ccc21,45,4,·,12,-3,-1,-3,8
CC(=O)Oc1ccc(C(=O)Nc2ccccc2C(=O)Nc2ccc(C(=O)O)cc2)cc1,1,-12,6,-6,-4,6,-4,10
CN(C(=O)c1cccc(C(F)(F)F)c1)C1CCCc2ccccc21 (stereo not given),0,-6,-2,1,6,3,8,5
CCCC#Cc1cnc2c(c1)C(=O)N([C@H](C)CO)C[C@H](C)[C@H](CN(C)C(=O)c1ccc3c(c1)OCO3)O2,3,-2,11,6,3,·,0,8
CCNC(=O)[C@@H]1[C@@H](CO)[C@@H]2Cn3c(ccc(C4=CCCC4)c3=O)[C@H]1N2C(=O)C1CC1,3,·,1,7,-3,7,6,1
COC(=O)C1=C(C)N(C)C(=S)NC1c1ccc(OC)cc1OC (stereo not given),11,3,-3,-4,5,·,-1,-5
Cc1oc(-c2ccccc2F)nc1CS(=O)CC(=O)NCCN1CCCCC1C (stereo not given),·,-5,·,-5,-4,-3,-4,-8
C[C@H](CO)N1C[C@H](C)[C@@H](CN(C)C)OCCCC[C@H](C)Oc2ccc(NC(=O)C3CCCCC3)cc2C1=O,-4,·,2,-6,1,-2,8,-11
O=C(CCN1CCCCC1)NCC[C@@H]1CC[C@@H](NC(=O)C2CCCCC2)[C@H](CO)O1,-12,6,-8,-3,0,·,-5,-15
CC(C)NC(=O)N(C)C[C@H]1Oc2ccc(NC(=O)CCC(F)(F)F)cc2C(=O)N([C@@H](C)CO)C[C@@H]1C,2,·,5,22,0,0,-12,-13
CCC1(O)C(=O)OCc2c1cc1n(c2=O)Cc2cc3cc(O)ccc3nc2-1 (stereo not given),56*,·,34,4,1,-6,95*,·
C[C@@H]1CN([C@@H](C)CO)C(=O)Cc2cc(NC(=O)CCCCCC(=O)Nc3ccccc3N)ccc2O[C@@H]1CN(C)Cc1ccc(-c2ccccc2)cc1,14,·,10,-1,2,-3,·,24
CCOC(=O)C1=C(COC(=O)c2ccc(C)s2)NC(=O)NC1C (stereo not given),-3,-9,3,-3,1,0,-3,-12
COc1ccccc1NC(=O)N[C@H]1CC[C@H](CCn2cc(C3(O)CCCC3)nn2)O[C@H]1CO,-1,-1,7,-5,-5,-8,12,5
Cc1cccnc1NC(=O)Nc1cccc(F)c1,-114,-8,·,4,-4,2,-12,-103
CCCNC(=O)Nc1ccc2c(c1)C(=O)N(C)C[C@@H](OC)[C@@H](C)CN(CC1CCCC1)[C@H](C)CO2,1,1,15,·,·,·,-3,·
CCNC(=O)[C@H]1[C@H](CO)[C@H]2Cn3c(ccc(-c4ccc(F)cc4)c3=O)[C@@H]1N2C(=O)c1ccccn1,3,·,·,15,8,11,2,-9
CCOc1ccc(CN(C)C(=O)CNC(=O)c2sc3ccccc3c2Cl)cc1,-8,11,-3,0,3,-2,-12,-8
C[C@@H]1CN([C@H](C)CO)C(=O)Cc2cc(NC(=O)Cc3cn(C)c4ccccc34)ccc2O[C@H]1CN(C)S(=O)(=O)c1ccc(F)cc1,-1,·,-9,-14,5,-4,·,8
O=C(c1ccco1)N1CCN(C(=O)c2ccc(-c3ccc([N+](=O)[O-])cc3)o2)CC1,3,-3,8,-4,1,0,·,-5
Cc1ncsc1C(=O)N1CCCC(CNS(=O)(=O)c2cccs2)C1 (stereo not given),-9,-16,-2,2,0,·,-1,4
C[C@H](CO)N1C[C@H](C)[C@@H](CN(C)C(=O)CN(C)C)Oc2cc(C#CC3CC3)ccc2S1(=O)=O,5,·,5,25,-3,4,3,·
COc1cccc(C(=O)O[C@H]2[C@H](Cc3ccccc3)NS(=O)(=O)[C@H]3C[C@@H]4C=C[C@]23O4)c1,10,-2,2,1,-2,-10,17,-26
CCOC(=O)CCNC(=O)CCNC(=O)C(c1ccccc1)c1ccccc1,-4,4,1,-4,-1,·,14,2
COc1ccc(N2CCN(C(=O)CCC(=O)c3cc(C)sc3C)CC2)cc1,12,-1,4,-10,2,·,20,10
CCC(=O)N(C)C[C@H]1Oc2ncc(Br)cc2C(=O)N([C@H](C)CO)C[C@@H]1C,0,-13,1,1,1,-1,-13,·
C/C=C/c1ccc2c(c1)O[C@@H](CN(C)C(=O)Nc1ccc(F)cc1)[C@@H](C)CN([C@@H](C)CO)S2(=O)=O,-20,·,-12,9,-2,1,-69,·
Cc1cccc(Cl)c1NNC(=O)Nc1c([N+](=O)[O-])c(C)nn1C,1,0,-2,1,2,·,·,6
COCCNC(=O)CC(=O)N/N=C/c1ccc(C(=O)OC)cc1,-4,-1,11,-3,2,2,26,4
CCOc1ccc(NC(=O)CSc2nc(-c3cccs3)cc(C(F)(F)F)n2)c([N+](=O)[O-])c1,19,2,·,0,-2,·,0,-16
O=C(N/N=C/c1cccnc1)c1ccc(F)cc1,-27,-3,3,-1,-1,-7,-14,-9
Cc1cc(Cl)ccc1N(CC(=O)NCCSCc1ccco1)S(C)(=O)=O,8,-14,-2,-1,-4,2,5,22
CN(C)CC(=O)N[C@@H]1C=C[C@@H](CC(=O)NCCN2CCCCC2)O[C@@H]1CO,-1&-1,5&-1,-1,-4&0,-1,1,1&-4,0&-20
CC1(c2nnc(-c3cccc(Cl)c3)o2)CC(c2ccc(OC(F)(F)F)cc2)=NO1 (stereo not given),-10,-1,6,-1,-2,1,-9,-3
# Later entries
SMILES,EWS-Fli inh,FN deposition inh,PGC1a acetyl inh,S100A4 inh HTS,ERAP1 inh,PglD DTNB,LGR2 inh,PAX8 reporter
O=S1(=O)CCSC[C@@H](CNCc2ccco2)N1,2,-4,·,0,-1,·,10,-13
C[C@@H]1CN([C@H](C)CO)C(=O)CCCn2nncc2CO[C@@H]1CN(C)S(=O)(=O)c1ccccc1F,2&-2,-9&-11,12&-3,58&-2,-3&0,6&1,-3,-15&5
CN(CC(=O)Nc1ccc(F)c(F)c1F)C(=O)c1ccc2c(c1)S(=O)(=O)N=C1CCCCCN12,0,6,·,-5,-1,·,-8,·
Cc1ccc(S(=O)(=O)NC(=O)C2(C)CCN2C(=O)Cc2cccs2)nc1 (stereo not given),-12,-3,-2,1,0,-7,11,-3
Cc1ccc(S(=O)(=O)N[C@H]2CC[C@@H](CCNC(=O)c3ccccc3F)O[C@H]2CO)cc1,-3,·,2,-6,0,1,6,-11
COc1cccc(-c2cnc3c(c2)C(=O)N([C@@H](C)CO)C[C@H](C)[C@@H](CN(C)CC2CCOCC2)O3)c1,-22,1,9,-1,-2,1,16,8

# 5 neighbouring records already listed, for reference:
SMILES,EWS-Fli inh,FN deposition inh,PGC1a acetyl inh,S100A4 inh HTS,ERAP1 inh,PglD DTNB,LGR2 inh,PAX8 reporter
CN(C)CC(=O)N[C@@H]1C=C[C@@H](CC(=O)NCCN2CCCCC2)O[C@@H]1CO,-1&-1,5&-1,-1,-4&0,-1,1,1&-4,0&-20
CC1(c2nnc(-c3cccc(Cl)c3)o2)CC(c2ccc(OC(F)(F)F)cc2)=NO1 (stereo not given),-10,-1,6,-1,-2,1,-9,-3
O=S1(=O)CCSC[C@@H](CNCc2ccco2)N1,2,-4,·,0,-1,·,10,-13
C[C@@H]1CN([C@H](C)CO)C(=O)CCCn2nncc2CO[C@@H]1CN(C)S(=O)(=O)c1ccccc1F,2&-2,-9&-11,12&-3,58&-2,-3&0,6&1,-3,-15&5
CN(CC(=O)Nc1ccc(F)c(F)c1F)C(=O)c1ccc2c(c1)S(=O)(=O)N=C1CCCCCN12,0,6,·,-5,-1,·,-8,·

# Source: PubChem
